Source: PubChem (several laboratories)
BaF3 parental: parental Ba/F3 viability inhibition as JAK2V617F counter-screen. inhibition, % at 5.6 µM. AID 1486. CellTiter-Glo ATP luminescence. hit rate 1.1% among 220,000;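 active means inhibition above a per-campaign cutoff, the mean inhibition of all tested compounds plus 3 SD, cut at about 27% in these data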;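 further: 0% = DMSO wells and 100% = JAK Inhibitor I control wells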
S1P4 agonist: human S1P4 receptor agonism; activation, % at 4.98 µM; AID 1509; S1P4-expressing cell line, agonist reporter assay; O95977; hit rate 0.35% among 220,000; in the data active means activation above about 11%;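 further: 0% = DMSO vehicle and 100% = reference agonist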
Target sequence (O95977 whole entry, looked up): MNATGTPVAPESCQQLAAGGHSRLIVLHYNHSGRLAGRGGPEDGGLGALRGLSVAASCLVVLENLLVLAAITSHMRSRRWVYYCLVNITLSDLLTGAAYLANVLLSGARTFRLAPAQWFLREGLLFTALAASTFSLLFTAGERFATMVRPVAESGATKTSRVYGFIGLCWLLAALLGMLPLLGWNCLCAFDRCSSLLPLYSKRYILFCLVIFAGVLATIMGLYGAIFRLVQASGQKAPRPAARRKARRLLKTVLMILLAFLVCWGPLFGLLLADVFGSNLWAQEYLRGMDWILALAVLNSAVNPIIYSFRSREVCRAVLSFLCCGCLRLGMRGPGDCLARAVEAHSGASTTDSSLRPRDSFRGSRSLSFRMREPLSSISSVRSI
RBBP9 inhibitor: blocks human serine hydrolase RBBP9; hit rate 0.2% among 220,000; recombinant RBBP9, FP-Rh probe fluorescence polarization; inhibition, % at 7.94 µM; AID 1515; O75884;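 active means inhibition above the campaign mean of all tested compounds plus 3 SD, cut at about 14% in these data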;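 further: plate controls were DMSO wells with RBBP9 for no effect and wells lacking RBBP9 protein for full effect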
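Measured by: FP readout at 525/598 nm; material: recombinant human RBBP9; also added: Serine-hydrolase probe FP-Rh, 375 nM pre-mixing; medium: Tris buffer pH 8.0, NaCl, Pluronic; replication: one well per compound; doses: one concentration, 7.94 µM nominal, 0.794% DMSO; timing: preincubation 30 min plus labeling 45 min at 25 °C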
NPY-Y2 PAM-ag: potentiates or activates human NPY-Y2 receptor; P49146; cells expressing NPY-Y2, potentiator/agonist read-out; activation, % at 3.6 µM; hit rate 0.45% among 220,000; in the data active means activation above about 27%;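 further: cells stimulated with NPY near EC25 plus isoproterenol at EC100; 0% = vehicle plus submaximal agonist and 100% = vehicle plus saturating agonist; some results beyond the cut were filed as inactive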
NPY1 pot ag: potentiators or agonists of human neuropeptide Y receptor Y1; P25929; NPY-Y1 expressing cells, potentiator/agonist activation; activation, % at 3.6 µM; hit rate 0.37% among 220,000; AID 1304; in the data active means activation above about 33%, passing the limit was not always enough;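 further: cells stimulated with NPY at EC10 then isoproterenol at EC100; 0% = low agonist plus stimulus and 100% = saturating agonist plus stimulus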
Ba/F3 V617F tox: reduce viability of Ba/F3 cells dependent on JAK2V617F. hit rate 1.1% among 220,000. inhibition, % at 5.6 µM. Ba/F3 EpoR-JAK2V617F viability, ATP luminescence;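 active means inhibition above the campaign mean plus 3 SD over all tested compounds, cut at about 24% in these data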;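 further: cytokine-independent growth of Ba/F3 cells driven by EpoR plus mutant JAK2; 0% = DMSO-treated cells and 100% = JAK inhibitor I control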
NPY-Y1 antag: blocks the human neuropeptide Y Y1 receptor. P25929. HEK293-CNG Y1 cells, membrane potential fluorescence; NPY at EC95, then isoproterenol. inhibition, % at 3.6 µM. hit rate 1% among 200,000. AID 1040;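 active means inhibition above the campaign mean inhibition of all tested compounds plus 3 SD, cut at about 20% in these data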;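 further: 0% = DMSO wells given NPY plus isoproterenol and 100% = isoproterenol alone without NPY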
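System: HEK293 cells with Y1 receptor plus CNG channel / Probe or stimulus: NPY 25 nM then isoproterenol 1 µM plus Ro 20-1724 25 µM / Compound: one concentration, 3.6 µM, in 0.4% DMSO / Schedule: compound incubation 1 h at room temperature, readout 45 min post-stimulation / Measured by: membrane potential fluorescence / Read-out: % inhibition of NPY effect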
Runt-CBFb FRET: inhibitors of human RUNX1 Runt domain binding to CBFb | Q01196+Q13951 | Cerulean-Runt/Venus-CBFb FRET ratio 530/480, 1 h | inhibition, % at 20 µM | hit rate 0.46% among 220,000;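 active means inhibition over about 50% at 20 µM in the single-dose screen, limit read from the data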;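 further: 0% = DMSO wells and 100% = excess unlabeled CBFb competitor control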
Target sequence (Q01196 whole entry, looked up, the tested form may be a part): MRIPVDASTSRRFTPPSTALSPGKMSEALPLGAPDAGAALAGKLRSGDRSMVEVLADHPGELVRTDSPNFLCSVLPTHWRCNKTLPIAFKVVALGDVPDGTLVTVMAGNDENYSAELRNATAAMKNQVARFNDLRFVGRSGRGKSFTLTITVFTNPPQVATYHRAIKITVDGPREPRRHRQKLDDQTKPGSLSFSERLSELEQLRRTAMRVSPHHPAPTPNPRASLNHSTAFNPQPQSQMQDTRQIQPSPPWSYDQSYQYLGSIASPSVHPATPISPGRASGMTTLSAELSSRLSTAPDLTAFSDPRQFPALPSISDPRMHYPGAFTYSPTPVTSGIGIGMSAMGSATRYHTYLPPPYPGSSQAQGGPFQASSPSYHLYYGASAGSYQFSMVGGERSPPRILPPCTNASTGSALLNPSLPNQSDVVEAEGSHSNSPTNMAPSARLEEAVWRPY
Target sequence (Q13951 whole entry, looked up, the tested form may be a part): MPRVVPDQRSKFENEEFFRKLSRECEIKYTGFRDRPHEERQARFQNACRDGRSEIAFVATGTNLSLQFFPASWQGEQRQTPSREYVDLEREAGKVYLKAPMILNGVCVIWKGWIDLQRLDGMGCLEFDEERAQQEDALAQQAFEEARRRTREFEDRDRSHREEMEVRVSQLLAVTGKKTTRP
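Assay system: Cerulean-tagged RUNX1 Runt domain (FRET donor) fusion protein / Amount: 100 nM each of Venus-CBFb and Cerulean-Runt domain / Medium: Tris buffer pH 7.5 with salts and BSA / Also added: Venus-CBFb 100 nM / Schedule: 1 h complex formation plus 1 h compound treatment, room temperature / Signal: FRET fluorescence / Read-out: loss of energy transfer signal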
S1P4 antag: antagonists of human S1P4 receptor; O95977; hit rate 0.26% among 220,000; S1P4-expressing cells, antagonist mode, reporter read-out; inhibition, % at 4.98 µM; in the data active means inhibition above about 29%;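 further: 0% = wells stimulated with agonist and 100% = vehicle wells without agonist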
An asterisk follows results filed as active; / = not tested or not shown. Not a hit list, and some 3.6% of all compounds hit somewhere here.

SMILES	BaF3 parental	S1P4 agonist	RBBP9 inhibitor	NPY-Y2 PAM-ag	NPY1 pot ag	Ba/F3 V617F tox	NPY-Y1 antag	Runt-CBFb FRET	S1P4 antag
O=C(/C=C/c1cccc([N+](=O)[O-])c1)OCC(=O)c1ccccc1	2	2.3	-4	-3	16	1	5	0	-1
Cc1cccc(N(C(=O)c2cnc3n(c2=O)CCS3)C2CCCCC2)c1	6	-1.1	-12	-9	-8	5	-1	2	-35
O=C1CCCC2=C1C(c1ccsc1)CC(=O)N2c1ccccc1F (configuration not stated)	6	-0.3	-5	5	19	-3	7	2	14
COc1cc2c(cc1OC)CN(CC(=O)NC(=O)NCc1ccco1)CC2	11	0.6	-2	-12	12	4	-5	2	2
O=C(O)c1ccc(N2C(=O)c3[nH]nc(-c4ccccc4)c3C2c2ccccc2)cc1 (configuration not stated)	9	-0.8	-6	14	5	0	5	0	6
CCOc1cc(/C=C/C(=O)c2ccc(C)cc2)ccc1OCC(=O)N(C)C	2	0.6	-3	-6	1	1	-1	-9	15
COCCn1nnnc1CN(Cc1ccco1)Cc1cc2cc3c(cc2[nH]c1=O)OCO3	5	-0.1	-3	-7	10	-1	-1	-1	-11
CCC(=O)Nc1ccccc1C(=O)NC1CCCCC1	6	-0.7	-11	5	3	-2	3	2	2
Cc1nccn1CCCNCc1c(C(=O)N2CCCCCCC2)nc2ccc(Cl)cn12	6	1.6	-6	-37	-22	-1	10	0	5
CCn1c(SCc2cccc(C)c2)nnc1-c1ccc(C)cc1	7	-1.5	-1	-11	5	1	6	5	-2
O=[N+]([O-])c1cc(S(=O)(=O)Nc2cccc(Cl)c2)ccc1N=Nc1c(O)[nH]c2ccccc12	-2	-0.2	-7	8	17	-3	3	-6	7
Cc1cc(NC(=O)COc2nnc(-c3ccccc3)c3ccccc23)no1	5	0.8	-1	-16	-12	0	4	-1	-23
COc1cc(/C(C)=N/Nc2ccc(C(=O)O)cc2)cc(OC)c1OC	5	0.0	-2	10	8	-1	5	0	-6
CC(C)(C)C(=O)Cn1c(=O)n(-c2ccc(F)cc2F)c(=O)c2sccc21	-1	95*	-3	9	9	-2	-3	0	0
CCc1cccc2c(C(=O)COC(=O)c3nn(C)c(=O)c4ccccc34)c[nH]c12	7	-3.0	-5	-9	-15	-1	2	-7	2
CCS(=O)(=O)N1CCCC(C(=O)NCCN2CCC(Cc3ccccc3)CC2)C1 (configuration not stated)	0	0.1	-7	11	7	-4	4	0	-31
CCCCN1C(=O)CC(C(=O)OCC)=C1C	6	-2.2	-3	13	10	-3	/	3	-2
CCC(CC)C(=O)c1c[nH]c(C(=O)N2CCN(c3ccccc3)CC2)c1	1	-0.8	-3	-8	-7	4	-1	5	-7
Cc1noc(C)c1COc1cccc(C(=O)Nc2ccccc2N2CCOCC2)c1	2	2.0	-5	-10	-57	1	15	-3	-23
O=C(NCCN1CCOCC1)c1cc(Sc2ccccc2Cl)nc2ccccc12	3	-1.1	-5	4	-23	-1	11	-1	-1
Cc1ccc(NC(=O)CN2C(=O)S/C(=C/c3ccc(-c4cc(C(=O)O)ccc4C)o3)C2=O)cc1C	3	-2.3	7	13	-2	-1	12	13	-6
CCNC(=S)NNC(=O)C1CCN(Cc2ccccc2)CC1	8	0.3	-4	11	8	1	7	1	1
O=C(NCCN1CCOCC1)c1cccs1	-1	0.1	-5	-7	3	1	1	24	-13
Cc1cc(C)c(C)c(S(=O)(=O)N[C@@H](C)C(=O)OCC(N)=O)c1C	6	0.3	-2	-12	1	3	1	1	-1
O=C(CSc1nc(O)cc(=O)[nH]1)C1CC1	5	-0.6	-5	-1	-1	-2	-6	1	2
COc1ccccc1NC(=O)[C@H](COCc1ccccc1)NC(=O)OC(C)(C)C	3	1.7	-7	-6	-20	1	5	7	-3
Cc1cc(Br)ccc1OCC(=O)NNC(=O)C(=O)Nc1ccccc1	1	-0.1	-4	-25	-11	-3	9	-2	-11
CCN(CC)S(=O)(=O)c1ccc(OC)c(NC(=O)Cn2cnc3c2c(=O)n(C)c(=O)n3C)c1	6	1.1	-1	1	8	3	-3	0	-5
Cc1ccnc2nc(C(=O)Nc3nc4ccccc4s3)nn12	-3	0.7	-1	-9	15	-1	/	5	-6
O=C1NN=C(CSc2n[nH]c(=S)s2)CS1	2	3.5	2	6	-1	-5	1	37	-14

Some of the entries so far, with two lines to a compound.
The line under a structure holds: BaF3 parental, S1P4 agonist, RBBP9 inhibitor, NPY-Y2 PAM-ag, NPY1 pot ag, Ba/F3 V617F tox, NPY-Y1 antag, Runt-CBFb FRET, S1P4 antag
CCN(CC)S(=O)(=O)c1ccc(OC)c(NC(=O)Cn2cnc3c2c(=O)n(C)c(=O)n3C)c1
→ 6, 1.1, -1, 1, 8, 3, -3, 0, -5
Cc1ccnc2nc(C(=O)Nc3nc4ccccc4s3)nn12
→ -3, 0.7, -1, -9, 15, -1, /, 5, -6

Following part.
SMILES	BaF3 parental	S1P4 agonist	RBBP9 inhibitor	NPY-Y2 PAM-ag	NPY1 pot ag	Ba/F3 V617F tox	NPY-Y1 antag	Runt-CBFb FRET	S1P4 antag
S=c1[nH]nc(C2CCCCC2)n1/N=C/C(Cl)=C\c1ccccc1	5	0.9	-3	0	-4	-4	2	6	-15
C/C(=C/Cc1c(O)cc2oc(C)cc(=O)c2c1O)COC1OC(CO)C(O)C(O)C1O (configuration not stated)	2	1.0	1	0	10	-2	4	0	-2
COc1ccc(-c2nnn(Cc3nn[nH]n3)n2)cc1OC	3	-0.1	-1	10	-17	-5	-3	2	-2
C=CCN=C(NC#N)SC	-3	0.1	-3	-6	19	-2	/	-1	-9
CCCCNC(=O)CC1S/C(=N/N=C/c2ccc(OC)cc2)NC1=O (configuration not stated)	7	12*	3	-16	1	0	4	-2	-5
Cc1nnc(SCC(=O)NCc2ccccc2)[nH]c1=O	2	-2.6	-4	11	1	-1	8	-2	14
COc1cccc(N(CC(=O)O)S(=O)(=O)c2ccccc2)c1	6	2.9	0	2	-18	3	-2	1	10
Cc1cc(=O)oc(C)c1C(=O)NCCN1CCOCC1	0	1.8	-4	6	-7	-1	-6	0	-2
CC1CCCCN1S(=O)(=O)c1ccc(NC(=O)CSc2nnnn2C)cc1 (configuration not stated)	-2	-0.6	1	10	7	-4	-3	-2	-11
O=C(COC(=O)CCc1ccc(S(=O)(=O)N2CCOCC2)cc1)Nc1ncc(C(F)(F)F)cc1Cl	5	-0.4	-9	-1	-1	2	0	0	-13
O=C(O)Cc1coc2cc3c(cc12)CCC3	9	-2.9	2	-43	-52	7	16	0	13
COCC(COCCCNC(=O)Nc1ccc(Br)cc1)OC (configuration not stated)	-3	1.3	-11	2	-6	4	-6	1	-20
O=C(O)CN1C(=O)SC(Nc2ccc(C(=O)O)cc2)C1=O (configuration not stated)	2	0.8	-11	13	11	-2	4	3	1
O=[N+]([O-])c1ccccc1Oc1ccccc1Cl	8	-0.7	-3	2	-10	2	7	2	-25
O=C(c1cnc(N2CCN(c3ccccn3)CC2)c2ccccc12)N1CCN(c2cccc(Cl)c2)CC1	2	0.9	-6	-1	-13	-1	1	-5	0
CC(=O)NS(=O)(=O)c1ccc(NC(=O)c2ccccn2)cc1	9	-1.5	-2	-26	7	4	1	1	-5
CCC/C=N/NC(=O)CNC(=O)c1ccccc1Cl	-3	-0.9	5	2	-12	-5	-5	1	1
C/C(=N\NC(=S)NCc1ccccc1)c1ccco1	67*	-0.4	0	-10	-2	-1	3	14	6
O=C(Nc1ccccc1)Nc1ccc(F)cc1F	25	-1.1	-1	3	29	-2	-4	3	9
CN(C(=O)CSc1cc(C(=O)c2nccn2C)c2ccccc2n1)c1ccccc1	-3	-2.0	-4	8	11	3	/	0	3
O=C(O)C1CC=CCC1C(=O)NNS(=O)(=O)c1ccccc1 (configuration not stated)	5	2.5	-5	-11	-19	1	0	0	-21
CCOC(=O)N1CCN(C(=O)COc2ccc(Br)cc2)CC1	-1	0.1	-8	5	-2	-2	-2	0	-9
C=CCn1c(C(CC)CC(C)(C)O)n[nH]c1=S (configuration not stated)	5	-0.5	-9	-14	7	1	-5	4	-7
CN(C(=O)c1coc(=O)c2ccccc12)c1ccccc1Cl	0	1.1	-3	0	-7	0	0	0	-13
Cc1cccc(NC(=O)CCN2C(=O)C3C4C=CC(C4)C3C2=O)c1 (configuration not stated)	5	3.7	-4	-9	5	1	4	2	3
CC(NC(=O)/C=C/c1ccco1)c1nc2ccccc2n1Cc1cccc(Cl)c1 (configuration not stated)	4	-0.3	-11	-1	-11	1	0	16	11
Cc1ccccc1N(CC(=O)N1CCOCC1)S(C)(=O)=O	2	-0.4	-4	-11	9	-2	5	/	7
CN(C)c1ccc(/C=N/O)cc1	5	-0.7	1	-3	-10	3	5	1	-3
CC(C)n1c(=S)[nH]c2ccccc21	2	-2.2	-8	-9	-4	-4	0	5	9
O=C(NCc1cccs1)C1CCC(=O)N1C1CCCCC1 (configuration not stated)	-1	0.7	0	-1	13	-2	-2	0	-2
CC1(C)Cc2c(sc3c2c(N)nc(=S)n3Cc2ccc(Br)cc2)CO1	1	2.5	-3	-4	2	0	/	0	3
O=C(CN1CCCCCC1)NCC1CCCO1 (configuration not stated)	7	-1.4	-10	-10	-2	5	0	0	7
CCc1ccc(C(=O)N2CCN(c3ccc(F)cc3)CC2)s1	2	1.2	-3	13	16	-4	0	-1	-10
C/C(Cn1cnc([N+](=O)[O-])n1)=N\NC(=O)c1ccccc1F	-1	2.1	0	-8	-27	-4	2	/	4
Cc1ccccc1NC(=S)N(CCN1CCOCC1)Cc1ccccc1F	1	-2.0	-2	-6	1	-1	2	1	-4
O=C1c2ccccc2C(=O)c2cc(S(=O)(=O)Nc3ccccc3)ccc21	2	1.3	-5	4	11	-2	0	0	-6
CC(=O)Nc1ccc(NC(=O)COc2cccc3c2OC(C)(C)C3)cc1	0	0.4	3	11	6	-2	5	0	16
Cc1[nH]n(-c2ccccc2)c(=O)c1C=Nc1ccc(S(N)(=O)=O)cc1	0	-0.1	-14	-13	14	-3	/	-1	-9
CCOC(=O)C1CCN(C(=O)c2ccc(NC(=O)C3CCCO3)cc2)CC1 (configuration not stated)	0	1.4	-3	-4	-5	-4	-1	3	-27
CC(C)C(=O)Nc1ccc(S(=O)(=O)Nc2nccc(/C=C/c3ccccc3)n2)cc1	-1	2.3	-11	10	2	0	-2	-4	-14
COc1cc(NS(=O)(=O)c2cccc3nsnc23)c(C(=O)O)cc1OC	1	-3.6	-9	-24	-19	-2	7	0	-12
CCc1sc(NC(=O)COC)nc1-c1ccccc1	1	-0.1	-3	1	7	-3	-2	3	-18
c1ccc(-n2nnc3c(N4CCOCC4)ncnc32)cc1	3	-0.1	-6	8	-16	3	-5	3	5
COc1nc(N2CCCC2)nc(-n2nnc(C(C)=O)c2C)n1	1	1.4	-3	1	-10	2	-3	2	-10
